CHRM4 antagonist – human M4 muscarinic receptor antagonists, primary screen, CHO cells, Fluo-8 calcium fluorescence. CHO-hM4 cells, ACh EC80. inhibition, % at 3 µM. 360,000 tested, 0.73% active;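 active = inhibition above its plate's cutoff, the mean inhibition of sample wells plus 3 SD, cut at about 27% in these data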;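 also: 0% = acetylcholine EC80 with DMSO and 100% = DMSO without agonist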
Target sequence (P08173 whole entry, looked up): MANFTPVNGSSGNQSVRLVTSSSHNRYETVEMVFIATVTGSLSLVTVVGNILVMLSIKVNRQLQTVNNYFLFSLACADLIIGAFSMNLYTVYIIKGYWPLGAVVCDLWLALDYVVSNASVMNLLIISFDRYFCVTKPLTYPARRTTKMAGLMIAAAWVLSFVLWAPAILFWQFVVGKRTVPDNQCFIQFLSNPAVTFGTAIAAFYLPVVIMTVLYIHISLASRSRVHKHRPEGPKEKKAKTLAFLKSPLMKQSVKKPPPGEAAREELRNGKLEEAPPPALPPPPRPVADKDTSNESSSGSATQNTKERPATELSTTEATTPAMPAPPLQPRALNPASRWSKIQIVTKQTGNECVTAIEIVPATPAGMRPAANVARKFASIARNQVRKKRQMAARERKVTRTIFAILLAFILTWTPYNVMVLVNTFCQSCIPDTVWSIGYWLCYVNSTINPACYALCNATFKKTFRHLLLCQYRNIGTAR
CHRM4 agonist – human M4 muscarinic receptor agonists, primary screen, CHO-K1 cells, Fluo-8 calcium fluorescence; CHO-K1 hM4/Gqi5; vehicle 0%, full acetylcholine response 100%; activation, % at 3 µM; 360,000 tested, 0.14% active; Muscarinic acetylcholine receptor M4 (Homo sapiens), P08173;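 active = activation above the run mean over all test wells plus 3 SD, cut at about 32% in these data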;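 also: peak over basal fluorescence ratio per well then scaled between controls; 0% = DMSO wells and 100% = acetylcholine at EC100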
TAAR1 agonist – human TAAR1 agonists, primary screen, Fluo-8 calcium fluorescence, CHO RD-HGA16 cells | Trace amine-associated receptor 1 (Homo sapiens), Q96RJ0 | vehicle wells 0%, saturating PEA agonist 100% | activation, % at 3 µM | 360,000 tested, 0.99% active | AID 624467, 2012;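 active = activation above the mean activation of all test compounds in the run plus 3 SD, cut at about 38% in these data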
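Signal – calcium-sensitive Fluo-8 signal, excitation 470-495, emission 515-575 nm · System – RD-HGA16 (CHO) cells co-expressing Gα16 and hTAAR1 · Incubation – 17-24 h seeding, 75 min 37 °C dye, 30 min RT · Compound dosing – 3 µM single concentration · Repeats – no replicates (n 1)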
M1 antag – human M1 muscarinic receptor antagonists, primary screen, CHO-K1 cells, Fluo-8 calcium fluorescence, 1536-well; Muscarinic acetylcholine receptor M1 (Homo sapiens), P11229; CHO-K1 hM1, ACh EC80 antagonist; inhibition, % at 3 µM; 360,000 tested, 1.3% active; AID 588852, 2011;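 active = percent inhibition above its own plate's cutoff, namely the mean of that plate's compound wells plus 3 SD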;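 also: peak over basal fluorescence ratio during 140 s after agonist addition; 0% = ACh EC80 plus DMSO and 100% = DMSO alone without agonist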
Target sequence (P11229 whole entry, looked up): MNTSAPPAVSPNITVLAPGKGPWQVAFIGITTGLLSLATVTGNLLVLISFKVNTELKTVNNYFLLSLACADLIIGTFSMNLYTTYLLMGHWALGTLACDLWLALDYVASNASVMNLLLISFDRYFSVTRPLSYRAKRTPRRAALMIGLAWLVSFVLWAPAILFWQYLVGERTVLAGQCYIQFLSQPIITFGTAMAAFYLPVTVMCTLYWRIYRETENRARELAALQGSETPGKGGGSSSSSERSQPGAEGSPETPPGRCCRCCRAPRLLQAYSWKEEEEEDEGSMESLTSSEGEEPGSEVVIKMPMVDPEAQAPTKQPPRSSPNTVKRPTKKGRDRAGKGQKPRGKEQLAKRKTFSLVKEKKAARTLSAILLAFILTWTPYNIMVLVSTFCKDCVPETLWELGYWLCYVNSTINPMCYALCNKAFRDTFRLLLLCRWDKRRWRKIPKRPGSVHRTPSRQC
CHRM5 PAM – human M5 muscarinic receptor positive allosteric modulators, primary screen, CHO-K1 cells, Fluo-8 calcium fluorescence; Muscarinic acetylcholine receptor M5 (Homo sapiens), P08912; CHO-K1 hM5, ACh EC20 PAM; 0% = ACh EC20, 100% = ACh EC100; activation, % at 3 µM; 360,000 tested, 0.3% active; AID 624038, 2012;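 active = activation above the run cutoff, the mean activation of all test compounds plus 3 SD, cut at about 18% in these data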
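Test system: CHO-K1 hM5 cells / Doses: single-point, 3 µM nominal / Times: Post-acetylcholine fluorescence recording 140 s / Technique: Fluo-8 calcium fluorescence / Measure: Max/basal fluorescence ratio as % of EC20–EC100 ACh window / Benchmarks: low control EC20 acetylcholine (0%), high control EC100 acetylcholine (100%) / Replicates: one well per compound, no replicates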
CHRM1 PAM – human M1 muscarinic receptor positive allosteric modulators, primary screen, CHO-K1 cells, Fluo-8 calcium fluorescence, 1536-well. Muscarinic acetylcholine receptor M1 (Homo sapiens), P11229. 360,000 tested, 0.088% active. CHO-K1 hM1, ACh EC20; 0% = ACh EC20, 100% = maximal ACh. activation, % at 3 µM; in the data active = activation above about 19%, passing the limit was not always enough
M5 ag – human M5 muscarinic receptor agonists, primary screen, CHO-K1 cells, Fluo-8 calcium fluorescence | Muscarinic acetylcholine receptor M5 (Homo sapiens), P08912 | activation, % at 3 µM | CHO-K1 hM5 cells; 0% DMSO wells, 100% maximal acetylcholine response | 360,000 tested, 0.19% active;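 active = activation above the run's mean over test compounds plus 3 SD, cut at about 23% in these data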;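 also: signal is peak over basal fluorescence ratio across the kinetic read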
CHRM1 agonist – human M1 muscarinic receptor agonists, primary screen, Fluo-8 calcium fluorescence, CHO-K1 cells, HTS; Muscarinic acetylcholine receptor M1 (Homo sapiens), P11229; CHO-K1 hM1, agonist mode; 0% DMSO, 100% acetylcholine EC100; activation, % at 3 µM; 360,000 tested, 0.33% active;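 active = activation above the run's mean compound activation plus 3 SD, cut at about 16% in these data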;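 also: peak over basal fluorescence ratio within a 140 s kinetic read after compound addition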
CHRM5 antagonist – human M5 muscarinic receptor antagonists, primary screen, CHO cells, Fluo-8 calcium fluorescence | Muscarinic acetylcholine receptor M5 (Homo sapiens), P08912 | CHO-hM5 cells, ACh EC80 | inhibition, % at 3 µM | 360,000 tested, 0.59% active | AID 624040, 2012;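 active = inhibition above a per-plate cutoff, the mean of that plate's test compounds plus 3 SD, cut at about 27% in these data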;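 also: 0% = acetylcholine EC80 with DMSO and 100% = DMSO without agonist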
An asterisk follows results filed as active. Not all compounds are listed; the hit share may differ from the screen's.

nr	SMILES	CHRM4 antagonist	CHRM4 agonist	TAAR1 agonist	M1 antag	CHRM5 PAM	CHRM1 PAM	M5 ag	CHRM1 agonist	CHRM5 antagonist
1	O=C(NC1CCN(Cc2ccccc2)CC1)c1cc(S(=O)(=O)N2CCOCC2)ccc1Cl	-11	2	1	-8	3	8	-6	-8	7
2	Oc1ccc(N2CCN(C(c3cccs3)c3nnnn3CCc3ccccc3)CC2)cc1 (stereo not drawn)	-7	3	11	-23	3	3	2	0	-7
3	CC(=O)OC(C(=O)NCc1ccco1)c1ccncc1 (stereo not drawn)	-28	0	2	-6	-4	3	-4	-2	-8
4	COc1ccc(C)cc1NC(=O)C(Sc1nnc(-c2ccncc2)n1-c1ccc(Cl)cc1)c1ccccc1 (stereo not drawn)	1	1	3	1	-2	2	-2	-2	6
5	O=C(O)C1CCCCC1C(=O)NCc1cn2ccccc2n1 (stereo not drawn)	-9	1	1	-14	4	6	2	-2	-5
6	CCOC(=O)c1cccc(NC(=O)CNC(=O)C2CCCCC2)c1	0	1	-1	-21	9	12	5	-1	-5
7	Cc1ccccc1C(=O)N1CCC(C(=O)Nc2ccc(F)cc2)CC1	-12	3	5	-4	-5	4	0	-3	-1
8	O=C(O)CCCC(=O)NNc1ncnc2ccccc12	-5	0	0	-16	2	13	0	0	-2
9	COC(=O)c1sc(N2C(=O)c3oc4ccccc4c(=O)c3C2c2cccs2)nc1C (stereo not drawn)	1	1	18	-18	-1	-2	2	2	5
10	CN(C)S(=O)(=O)c1ccc(C(=O)NCc2nnc(SCC(=O)N3CCCC3)o2)cc1	7	2	0	-6	0	10	-2	-4	-4
11	Cc1ccc(OS(=O)(=O)c2c(C)nn(C)c2Cl)c(C)c1	43*	0	-1	62*	-34	-23	-8	-6	31*
12	C=CCSc1ncc(-c2ccccc2)cn1	-15	0	8	-11	-2	5	-7	-14	0
13	Cc1cc([N+](=O)[O-])nn1CCCC(=O)NC(C)c1ccccc1 (stereo not drawn)	3	1	1	-7	0	9	1	-5	3
14	CC1CC1C(=O)N(C)CC(=O)Nc1ccccc1Br (stereo not drawn)	2	0	-4	-18	8	19	4	-1	5
15	COC(=O)Nc1cc(C(=O)c2ccc(Cl)cc2Cl)c[nH]1	11	4	8	-9	5	8	1	4	5
16	CC(=O)c1ccc(NC(=O)/C(C#N)=C/c2ccncc2)cc1	-9	0	1	-10	2	9	-3	-3	6
17	CC(=O)NCCc1nc2ccccc2n1CCOc1ccccc1	1	2	39*	-6	4	6	4	-1	4
18	Nc1ccc2c(=O)[nH][nH]c(=O)c2c1	-5	0	1	-25	1	11	1	-2	3
19	COc1ccc(NC(=O)Nn2cnnc2)cc1OC	4	0	1	-1	-4	4	-3	-2	2
20	CCCS(=O)(=O)NC(=O)C1(C)CCN(C(=O)c2c(C)noc2C)C1 (stereo not drawn)	-4	0	1	-20	4	13	1	-1	-4
21	CC1CN(CC(O)COCc2ccc3c(c2)OCO3)CC(C)O1 (stereo not drawn)	-17	1	8	-1	6	5	-2	-7	-12
22	O=C(NC(=S)N1CCN(C/C=C/c2ccccc2)CC1)c1ccco1	-4	1	14	4	-2	1	0	-4	8
23	CCN(CC(=O)Nc1cc(Cl)ccc1C)CC(=O)NC1CC1	-4	0	2	-12	-5	7	2	0	14
24	CS(=O)(=O)N1CCN(C2CCN(Cc3ccccc3)CC2)CC1	4	0	4	-4	-2	5	-7	-6	-1
25	O=C(Nc1cc(S(=O)(=O)N2CCOCC2)ccc1N1CCOCC1)c1c(F)cccc1Cl	-9	2	6	-11	0	8	4	4	8
26	CC(C)c1ccc2c(c1)C(c1cccs1)=NNC(c1ccncc1)=N2	-3	0	1	-10	4	11	-5	-3	6
27	CSc1nsc(SC)c1C(=O)NC(=O)Nc1cccnc1	-3	0	2	-10	22*	7	4	1	-11
28	COc1ccc(S(=O)(=O)N2CCC(C(=O)Nc3cccc(C(C)=O)c3)CC2)cc1	-2	5	17	3	-5	-2	0	-2	-2
29	COc1ccc2c3c(cccc13)C(=O)CC2	26	78*	29	31	-10	-21	34*	119*	29*
30	O=C(Nc1nc2nc(-c3ccccc3)cc(=O)n2[nH]1)c1ccccc1	-5	1	-2	-11	3	12	0	-3	-3
31	Cc1ccc(CNC(=O)C2CC(c3ccccc3C(F)(F)F)=NO2)o1 (stereo not drawn)	2	1	2	-5	-7	10	2	-2	9
32	CCCC(=O)Nc1ccc(S(=O)(=O)N2CCc3ccccc32)cc1	4	4	6	-3	0	-7	0	-7	-5
33	O=C(Nc1cccc(S(=O)(=O)NCc2ccco2)c1)c1ccc(Cl)cc1	-5	13	5	10	-12	-9	3	2	13
34	CC(C)NC(=O)Nc1ccc2c(c1)C(=O)N([C@H](C)CO)C[C@H](C)[C@@H](CN(C)S(=O)(=O)c1ccc(F)cc1)O2	1	1	19	-15	0	6	2	-8	8
35	C=Cc1ccc(COC(=O)c2cn(CC)c3nc(C)ccc3c2=O)cc1	7	1	4	7	-4	-6	-4	-6	11
36	O=C(Nc1c(-c2ccccc2)nc2sccn12)c1ccccc1	0	5	1	6	-4	6	6	3	5
37	CCC(C)c1ccc(OCCCCN2CCOCC2)cc1 (stereo not drawn)	-6	4	17	4	3	-17	-10	-4	-3
38	O=C(O)COc1ccccc1/C=N/NC(=O)Cc1csc(Nc2cccc(C(F)(F)F)c2)n1	2	1	0	-5	1	8	-2	-6	6
39	CCC(=O)N(CCc1ccccc1C)Cc1cc2cc3c(cc2[nH]c1=O)OCO3	-1	1	17	-14	0	10	3	-2	1
40	CCCN(CCC)CCCNC(=O)CNC(=O)c1nn(-c2ccc(OC)cc2)c(=O)c2ccccc12	9	0	0	12	15	-7	-3	-8	0
41	CC(C)n1cc(/C=N/NC(=O)COc2cccc3cccnc23)c2ccccc21	13	10	11	11	-12	-4	-3	-6	13
42	Cc1cccc(/C=N/NC(=O)Cn2nc(C)cc2C)n1	6	1	0	-4	0	4	0	-2	2
43	CC(NS(=O)(=O)c1ccccc1)C(=O)Nc1ccc(S(N)(=O)=O)cc1 (stereo not drawn)	8	0	3	8	-3	2	0	-2	-3
44	O=C(/C=C/Sc1ncn[nH]1)c1ccc(Cl)cc1	2	1	5	-14	8	17	1	-1	-1
45	CCOc1ccccc1CN1CCNC(=O)C1CC(=O)N(C)CCC1CCOCC1 (stereo not drawn)	0	1	2	-7	-1	0	-3	-2	4
46	COC(=O)c1ccc(=O)n(Cc2ccc3c(c2)OCO3)c1	7	0	13	5	-6	1	1	-2	0
47	COc1ccc(S(=O)(=O)C(C#N)c2nc3ccccc3nc2N2CCCC(C)C2)cc1 (stereo not drawn)	0	2	5	10	-6	-2	0	-2	5
48	O=C(COC(=O)/C=C/c1ccc(C(F)(F)F)cc1)NCc1ccco1	-7	3	1	-11	-3	9	-2	-1	5
49	Cc1nonc1NC(=O)CSc1nnc(N)s1	6	0	0	-1	4	1	-1	-2	6
50	CSc1cccc(NC(=O)c2ccccc2N(C)S(C)(=O)=O)c1	-5	1	8	-1	1	11	3	-2	-2
51	Cc1n[nH]c(=O)c2c(NC(=O)CSc3cc(Cl)ccc3Cl)oc(C)c12	-4	2	3	-2	-12	4	1	2	17
52	CCN(CC)c1ccc(/C=N/n2c(=S)[nH]nc(C)c2=O)cc1	-4	0	14	-11	-8	7	-4	-3	8
53	O=C(NCCc1ccc2c(c1)OCCO2)c1ccccc1F	-1	9	4	-2	-13	2	3	-2	9

Taken from above.
Under CHRM5 antagonist, CCCN(CCC)CCCNC(=O)CNC(=O)c1nn(-c2ccc(OC)cc2)c(=O)c2ccccc12 shows 0
Under M1 antag, O=C(NCCc1ccc2c(c1)OCCO2)c1ccccc1F shows -2

Entries of single compounds as entered above.
CC(C)NC(=O)Nc1ccc2c(c1)C(=O)N([C@H](C)CO)C[C@H](C)[C@@H](CN(C)S(=O)(=O)c1ccc(F)cc1)O2 is listed as CHRM4 antagonist: 1; CHRM4 agonist: 1; TAAR1 agonist: 19; M1 antag: -15; CHRM5 PAM: 0; CHRM1 PAM: 6; M5 ag: 2; CHRM1 agonist: -8; CHRM5 antagonist: 8
Cc1nonc1NC(=O)CSc1nnc(N)s1 is listed as CHRM4 antagonist: 6; CHRM4 agonist: 0; TAAR1 agonist: 0; M1 antag: -1; CHRM5 PAM: 4; CHRM1 PAM: 1; M5 ag: -1; CHRM1 agonist: -2; CHRM5 antagonist: 6

An excerpt from above, reduced to CHRM4 antagonist:
| # | structure | CHRM4 antagonist |
| --- | --- | --- |
| 40 | CCCN(CCC)CCCNC(=O)CNC(=O)c1nn(-c2ccc(OC)cc2)c(=O)c2ccccc12 | 9 |
| 41 | CC(C)n1cc(/C=N/NC(=O)COc2cccc3cccnc23)c2ccccc21 | 13 |
| 42 | Cc1cccc(/C=N/NC(=O)Cn2nc(C)cc2C)n1 | 6 |
| 43 | CC(NS(=O)(=O)c1ccccc1)C(=O)Nc1ccc(S(N)(=O)=O)cc1 (stereo not drawn) | 8 |
| 44 | O=C(/C=C/Sc1ncn[nH]1)c1ccc(Cl)cc1 | 2 |
| 45 | CCOc1ccccc1CN1CCNC(=O)C1CC(=O)N(C)CCC1CCOCC1 (stereo not drawn) | 0 |

Of the compounds above, 3 have a COOH group:
nr	SMILES	CHRM4 antagonist	CHRM4 agonist	TAAR1 agonist	M1 antag	CHRM5 PAM	CHRM1 PAM	M5 ag	CHRM1 agonist	CHRM5 antagonist
5	O=C(O)C1CCCCC1C(=O)NCc1cn2ccccc2n1 (stereo not drawn)	-9	1	1	-14	4	6	2	-2	-5
8	O=C(O)CCCC(=O)NNc1ncnc2ccccc12	-5	0	0	-16	2	13	0	0	-2
38	O=C(O)COc1ccccc1/C=N/NC(=O)Cc1csc(Nc2cccc(C(F)(F)F)c2)n1	2	1	0	-5	1	8	-2	-6	6
